Bioassay records: PubChem, National Center for Advancing Translational Sciences (NCATS)
CRE-bla Fsk: CRE-bla signaling modulation under forskolin stimulation. CHO CRE-bla reporter (cAMP response element driving beta-lactamase), forskolin EC10, beta-lactamase ratio. Potency, µM (top dose mostly 38.2 µM), for the others: at the top dose activity change, negative = inhibition, actives largely listed as activators. 71,000 compounds, 2.5% hits. AID 662; active = well fitted activation curve with a large enough effect in the signal ratio, with a control signal flat, not every such curve was filed as active; inconclusive = small, poorly fitted or top-dose-only effect, or effect the other way, or a change in a side signal; the % refers to the signal ratio; note: potency is the fitted concentration of half-maximal effect; % of control where 0% means no effect
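Beta-lactamase reporter under a cAMP responsive element in CHO cells; compounds tested in titration series against EC10 NKH 477, 3 h at 37 °C. Read-out: CCF4 FRET ratio 460nm/530nm (excitation 405nm) giving %Activity, fitted to AC50.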
Luciferase inh: firefly luciferase inhibition; AID 411; P08659; Potency, µM (titrated, usually from 57.1 µM), for the others: at the highest dose activity change, negative = inhibition, actives largely listed as inhibitors; 72,000 compounds, 2.2% hits; purified firefly luciferase, luminescence, 8 min; note: potency is the fitted concentration of half-maximal effect; % is set by controls: 0 for no effect and ±100 for the full control effect; nearly all actives have a fitted effect of over 40% in size
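Here, luciferase activity is measured as luminescence following an 8 min room-temperature reaction at 10 uM ATP, pH 7.2. Every library sample is titrated.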
BRCT PPI green: inhibitors of human BRCA1 BRCT-phosphoprotein interaction (green fluorophore); 75,000 compounds, 0.05% hits; P38398; Potency, µM (series often up to 76.9 µM), for the others: at the highest dose activity change, negative = inhibition, hits mostly inhibitors; BRCA1 BRCT-phosphopeptide binding, green fluorescence polarization; AID 875;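 note: potency is the fitted concentration of half-maximal effect; plate controls were peptide without protein for full effect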
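Fluorescence polarization: His-tagged BRCT (~35 kDa BRCA1 C-terminus, 250 nM) bound to 100 nM fluorescein-labeled phosphorylated 10-aa BACH1 peptide, pH 7.3 phosphate buffer with DTT and Tween 20. Compounds incubated 12 min at room temperature; inhibition read as lowered polarization.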
Casp1 inh: caspase-1 (human) inhibition, allosteric or competitive. P29466. Potency, µM (highest dose often 57.5 µM), without a hit: top-dose activity change, negative = inhibition, most hits filed as inhibitors. AID 900. Caspase-1 enzyme, Ac-WEHD-AFC fluorogenic rate. 75,000 compounds, 0.03% hits;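 note: potency is the fitted concentration of half-maximal effect; plate controls were vehicle for no effect and no substrate for full effect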
Casp7 inh: blocks human caspase-7 allosterically or competitively; recombinant caspase-7, Ac-DEVD-AFC fluorescence rate; Potency, µM (doses to about 57.5 µM), for inactives: top-dose activity change, negative = inhibition, most hits filed as inhibitors; 75,000 compounds, 0.02% hits; AID 889; active = well fitted inhibition curve with a large enough effect in the main read-out, with a control signal flat, not every such curve was filed as active; inconclusive = small, poorly fitted or top-dose-only effect, or a change in a side signal; note: potency is the fitted concentration of half-maximal effect; % of control where 0% means no effect
A350 autofl: compounds fluorescent in Alexa 350 spectral region | Compound autofluorescence, 340/450 nm, Alexa 350 dye-equivalents; stronger effect = higher value | max dye-equivalent concentration, M | 59,000 compounds, 11% hits | AID 590; in the data active = max dye-equivalent concentration above about 10 nM; inconclusive = mostly about 1.1 nM to 9.6 nM
ERK AVP inh: vasopressin-driven ERK pathway inhibition. HEK293-V1b, vasopressin-stimulated pERK AlphaScreen. 72,000 compounds, 0.99% hits. Potency, µM (highest dose often 57.5 µM), without a hit: at the top dose activity, negative = inhibition, usual class: inhibitors; note: potency is the fitted concentration of half-maximal effect; % is set by controls: 0 for no effect and ±100 for the full control effect; nearly all actives have a fitted effect of over 55% in size
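HEK293 cells stably expressing V1b receptor, preincubated 30 min at 37 °C with compound, then stimulated 5 min with 25 nM vasopressin. Phospho-ERK by AlphaScreen SureFire after 5 h RT; normalized to DMSO and vasopressin; AC50 by Hill fit.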
HEK293 cAMP ctrl: parental HEK293 cAMP activation (counter-screen). Potency, µM (highest dose often 57.1 µM), for the others: top-dose activation, usual class: activators. AID 938. 73,000 compounds, 2.5% hits. parental HEK293 CNG cAMP sensor, membrane potential fluorescence; note: potency is the fitted concentration of half-maximal effect; % of control where 0% means no effect; nearly all actives have a fitted effect of over 55% in size
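Counterscreen for endogenous-receptor signalling: CNG-channel HEK 293 cells report cAMP rise by membrane depolarization. After 60 min dye equilibration with 100 uM RO 20-1724, compounds incubated 30 min before bottom-read fluorescence at 590 nm.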
Tau fil binding: binds recombinant human tau filaments; 71,000 compounds, 2% hits; Potency, µM (titrated, usually from 57.1 µM), for inactives: at the top dose activity change, negative = inhibition; AID 596; recombinant tau filaments, thioflavin S fluorescence, 15 h; filaments grown with octadecylsulfate alongside compound;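 note: potency is the fitted concentration of half-maximal effect; % is set by controls: 0 for no effect and ±100 for the full control effect; actives lower thioflavin S fluorescence by blocking filaments or displacing dye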
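Quantitative HTS: thioflavine S signal from ODS-induced tau filaments, excited at 450 nm, emission 510 nm. Conditions: 1 uM tau, 30 uM ODS, 15 h at 37 C, pH 7.4.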
USP2a inhib: blocks human ubiquitin-specific protease USP2a; Potency, µM (titrated, usually from 38.3 µM), inactives show top-dose activity change, negative = inhibition, most hits filed as inhibitors; USP2a enzymatic assay, qHTS inhibition; O75604; 60,000 compounds, 0.1% hits;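 note: potency is the fitted concentration of half-maximal effect; nearly all actives have a fitted effect of over 60% in size; plate controls were DMSO for no effect and NEM full inhibition control for full effect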
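USP2 core (20 nM final) was preincubated with compound for 30 min at RT in 20 mM Tris-HCl pH 8.0, 2 mM CaCl2, 2 mM beta-mercaptoethanol; Ub-PLA2 (20 nM) plus NBD C6-HPC (20 uM) then added, fluorescence read after 2.5 h.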
BRCT PPI red: inhibitors of human BRCA1 BRCT-phosphoprotein interaction (red fluorophore) | BRCT-phosphopeptide binding, red fluorescence polarization | Potency, µM (doses to about 76.9 µM), for the others: top-dose activity change, negative = inhibition, hits mostly inhibitors | 75,000 compounds, 0.03% hits | AID 892; note: % is set by controls: 0 for no effect and ±100 for the full control effect
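Fluorescence polarization: 100 nM His-tagged BRCA1 BRCT with 100 nM TAMRA-labelled phospho-BACH1 decapeptide, phosphate buffer pH 7.3 with 150 mM NaCl, DTT, 0.01% Tween 20; 12 min RT. Binding inhibition seen as FP decrease.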
An asterisk follows results filed as active; i = inactive; ? = inconclusive; · = no result given; & = joins results of further samples; [ ] = dose if it differs, or a comment. Unless noted, calls come from the whole dose curve; as a rule, active = well fitted curve in the direction sought with a large enough effect; inconclusive = small, poorly fitted or top-dose-only effect, or another doubt; inactive = no such curve, though single readings can be large; an effect the other way counts as inactive or inconclusive.

SMILES | CRE-bla Fsk | Luciferase inh | BRCT PPI green | Casp1 inh | Casp7 inh | A350 autofl | ERK AVP inh | HEK293 cAMP ctrl | Tau fil binding | USP2a inhib | BRCT PPI red
CCn1c(=O)c2c(nc3n2CCCN3CCc2ccccc2)n(C)c1=O | ? | 0% | -2.3% | -1% | -2% | i | -2% | -12% | -5% | -3% | -0.8%
COc1cccc(Nc2ncc3nc(-c4cccs4)c(=O)n(CCC#N)c3n2)c1 | ? | 2%[11.4 µM] | -10% | ? | ? | i | -19% | -10% | 105% | 169%[activator] | 1.1%
COc1ccccc1N1CCN(Cc2ccc(OC)c(OC)c2OC)CC1 | · | · | -2.5% | -2% | -1% | · | · | -11% | · | · | 0.3%
COc1ccc(OC)c(C(c2nnnn2CC2CCCO2)N2CCN(C)CC2)c1 (stereo unspecified) | -2% | 3% | -0.6% | -2% | 2% | i | -6% | 3% | -1% | · | -0.3%
O=c1ccn(Cc2ccccc2Cl)cc1 | -8% | 2% | -2.3% | -1% | 0% | i | -5% | 3% | -8% | 2% | -0.3%
C[C@@]12CCC3c4ccc(OC5C=CC(c6ccccc6)OC5CO)cc4CCC3C1CCC2=O (stereo partly specified) | · | · | -1.2%[15.4 µM] | 0%[11.5 µM] | 0%[11.5 µM] | · | 27%[11.5 µM] | 12%[11.4 µM] | · | · | -0.8%[15.4 µM]
O=C(c1ccc(N2CCCC2=O)cc1)N1CCOCC1 | 26% | 2% | 1.6% | -4% | 1% | i | 12% | 0% | -40% | 1% | -0.9%
Cc1cc(C(=O)COC(=O)CN(C)S(=O)(=O)c2ccc(Cl)cc2)c(C)n1Cc1cccs1 | -3% | -25% | 1.5% | -3% | -1% | i | 12% | 4% | 23% | 18% | -1.9%
COc1ccc(Cl)cc1NC(=O)N1CCN(C2CCCCC2)CC1 | 1% | 2% | 0.7% | -1% | 0% | i | 4% | 13% | 12% | 16% | 0.2%
Cc1c(CN2CCCCC2)c(O)n(CCCO)c(=O)c1C#N | -4% | -2% | 1.0% | -11% | -6% | ? | -5% | ? | 26% | -6% | -0.6%
O=C(OCC(=O)N(C1CCCCC1)C1CCCCC1)c1ccncc1 | -2% | 7% | 1.6% | -2% | 0% | i | ? | ? | -13% | 3% | -0.4%
COC(=O)c1cc(NC(=O)C23CCC(C)(C(=O)O2)C3(C)C)cc(C(=O)OC)c1 (stereo unspecified) | ? | -1% | -1.7% | -1% | 0% | i | -8% | 2% | -4% | 7% | -3.6%
O=C(CCSc1nc(-c2ccco2)cc(C(F)(F)F)n1)NCc1ccccn1 | 5% | 1% | 0.1% | -2% | 4% | i | -23% | 11% | -5% | · | -2.1%
CCOC(=O)Cc1csc(NC(=O)COc2ccccc2)n1 | -6% | -2% | -0.5% | 0% | 0% | i | -8% | 7% | 6% | 1% | -0.2%
Cc1cc(S(=O)(=O)NC2CCCCC2)c(C)s1 | ? | 0% | -4.6% | 0% | -1% | i | 17% | 6% | -1% | 6% | -1.1%
CS(=O)(=O)N(CC(=O)NCc1ccc2c(c1)OCO2)c1ccc(Cl)cc1 | -6% | 1% | -2.5% | 2% | 5% | i | -11% | 17% | 3% | 1% | 1.5%
O=C(CN1CCN(Cc2ccccc2F)C1=O)NCCN1CCOCC1 | -1% | 0% | -0.8% | 0% | -1% | · | -18% | 6% | -14% | · | 0.6%
CN(C)CCC(=O)c1ccc2c(c1)OCO2 | ? | 6% | 1.4% | 3% | 0% | i | -27% | -6% | 5% | -9% | 1.1%
Cn1cnc2c1c(=O)n(Cc1c(Cl)cccc1Cl)c(=O)n2C | ? | 0% | 1.6% | -3% | 0% | ? | -11% | -1% | -4% | 9% | 0.7%
CCSc1nnc(NC(=O)c2cc(C)on2)s1 | -9% | 1% | -1.8% | -1% | 0% | ? | -3% | 4% | 3% | -8% | -0.2%
CCCNC(=O)c1cccc(Cn2nc(C)c(Br)c2C)c1 | -5% | -1% | -1.1% | -2% | -1% | i | ? | 18% | 2% | -5% | -0.7%
O=C(O)C1CCCN(S(=O)(=O)c2cccc3cccnc23)C1 (stereo unspecified) | -2% | 2% | 0.0% | -2% | 1% | · | · | -1% | 2% | · | 0.1%
NC(=O)CN1CCCN(S(=O)(=O)c2ccc(Br)cc2)CC1 | ? | 6% | -1.5% | -1% | -1% | i | 1% | 7% | 10% | -9% | -0.1%
Cc1ccccc1[C@@H](OCCN(C)C)c1ccccc1 | -6%[17.1 µM] | 10%[25.5 µM] | 3.1%[34.4 µM] | · | -1%[25.7 µM] | ? | · | 13%[25.6 µM] | -29%[25.6 µM] | 1%[17.1 µM] | -0.4%[34.4 µM]
CCCC[S@@](=N)(=O)CC[C@@H](N)C(=O)O | 4%&-2% | 3%&0% | -2.1%&-3.1% | 1%&3% | 1%&-2% | i | 14%&-1% | ? | 8%&-5% | -6%&-4% | -0.7%&-4.4%
CCOC(=O)c1ccc(N=c2sc(C(=O)OC)cc(=O)n2CCCN2CCOCC2)cc1 | ? | 1% | 2.3% | 1% | -2% | · | -25% | ? | 11% | · | -1.7%
COc1cc(C(=O)O)c([N+](=O)[O-])c(OC)c1OC | 2%[7.6 µM] | 3%[11.4 µM] | -2.8%[15.4 µM] | 2%[11.5 µM] | 1%[11.5 µM] | i | -10%[11.5 µM] | -2%[11.4 µM] | -3%[11.4 µM] | · | -0.3%[15.4 µM]
Nc1nc(NC(=O)CCCC(=O)O)nn1-c1ccccc1 | 3% | 0% | -0.6% | 0% | 1% | i | 13% | ? | 4% | 0% | -0.8%
COc1ccc(CCNC(=O)Cn2cnc3c(nnn3Cc3ccc(C)cc3)c2=O)cc1OC | ? | 0% | -0.7% | 1% | 0% | i | -10% | 9% | -7% | 1% | -0.4%
COc1cccc(N2C(=O)c3ccncc3C2=O)c1 | ? | 1% | -2.4% | -1% | 2% | i | 9% | 14% | -47% | -3% | -1.8%

Filtered by structure, those above with two or more sulfur atoms (3)
SMILES | CRE-bla Fsk | Luciferase inh | BRCT PPI green | Casp1 inh | Casp7 inh | A350 autofl | ERK AVP inh | HEK293 cAMP ctrl | Tau fil binding | USP2a inhib | BRCT PPI red
Cc1cc(C(=O)COC(=O)CN(C)S(=O)(=O)c2ccc(Cl)cc2)c(C)n1Cc1cccs1 | -3% | -25% | 1.5% | -3% | -1% | i | 12% | 4% | 23% | 18% | -1.9%
Cc1cc(S(=O)(=O)NC2CCCCC2)c(C)s1 | ? | 0% | -4.6% | 0% | -1% | i | 17% | 6% | -1% | 6% | -1.1%
CCSc1nnc(NC(=O)c2cc(C)on2)s1 | -9% | 1% | -1.8% | -1% | 0% | ? | -3% | 4% | 3% | -8% | -0.2%

(listing goes on)
SMILES | CRE-bla Fsk | Luciferase inh | BRCT PPI green | Casp1 inh | Casp7 inh | A350 autofl | ERK AVP inh | HEK293 cAMP ctrl | Tau fil binding | USP2a inhib | BRCT PPI red
COc1ccc(CNS(=O)(=O)c2ccc(OC)cc2)cc1 | 4% | 0% | -3.6% | 1% | -1% | i | -1% | 2% | -8% | 3% | 1.7%
CCCc1[nH]nc2c1C(c1ccc(OCCN3CCOCC3)c(OC)c1)C(C#N)=C(N)O2 (stereo unspecified) | -7% | -5% | -1.9% | 1% | -1% | i | -2% | 0% | 1% | 60%[activator] | 0.2%
CCOc1ccc(-c2nc(C#N)c(N3CCCCCC3)o2)cc1 | ? | -8% | -0.8% | -1% | -4% | · | 20µM* | -3% | 57% | · | 0.3%
Cc1[nH]c2ccccc2c1-c1cc(-c2cc(-c3c(C)[nH]c4ccccc34)nc(N)n2)nc(N)n1 | ? | 4%[11.4 µM] | -1.6%[15.4 µM] | 0%[11.5 µM] | 0%[11.5 µM] | i | 0%[11.5 µM] | -4%[11.4 µM] | -4%[11.4 µM] | · | -1.2%[15.4 µM]
COc1ccccc1-c1nc(N(C)Cc2ccco2)c2ccccc2n1 | 3% | -1%[2.29 µM] | -0.7% | -2% | -4% | i | -29% | 25µM* | 7.9µM* | 80%[activator] | -0.4%
CCOCC(=O)Nc1nnc(COc2ccc(Cl)cc2)s1 | -2% | 4% | -1.4% | -2% | 0% | i | -4% | 16% | 8% | 12% | 1.1%
COC(=O)c1ccc(C(NC(=O)OCc2ccccc2)/C(=C/[C@@H](C)C(=O)NCc2cc(C)on2)c2cccnc2)cc1 (stereo partly specified) | -13% | · | -1.7% | -1% | 2% | · | 15% | 7% | 6% | · | 1.1%
CN1CCN(c2ncncc2-c2cccnc2)CC1 | 4% | -4%[2.29 µM] | -6.1% | -1% | -3% | i | -2% | ? | -7% | -1% | 2.2%
